# SRC1 TRFRET art = flags TR-FRET format artefacts in PPARgamma SRC-1 recruitment agonist screen. TR-FRET detection artefact counter-screen, emission ratio; stronger effect = higher value. TR-FRET ratio at 8 µM. hit rate 0.34% among 99,000. AID 1051; in the data active means TR-FRET ratio above about 2300; further: inactives centre near 1800; reference of the scale not given here
# SRC3 TRFRET art = TR-FRET artefact, counter-screen to PPARgamma/SRC-3 agonist assay. PPARgamma/SRC-3 format; stronger effect = higher value. TR-FRET ratio at 8 µM. hit rate 0.39% among 99,000; in the data active means TR-FRET ratio above about 2000; further: inactives centre near 1600; reference of the scale not given here
# * marks the source's active call; other numbers are inactive results.
# Each structure is followed by: SRC1 TRFRET art, SRC3 TRFRET art
c1ccc(CSc2ccc(-c3ccco3)nn2)cc1
    1943, 1530
CN(Cc1ccccc1)C(=O)N[C@@H](Cc1ccccc1)C(=O)O
    2053, 1427
Cc1ccccc1/[N+]([O-])=C/c1cccs1
    2000, 1490
CCc1nnc(NC(=O)CSc2nc3cc(OC)c(OC)cc3cc2C)s1
    2027, 1540
CCC(C)(C)c1ccc(OCCCC[n+]2ccccc2)c(C(C)(C)CC)c1
    1962, 1620
COc1ccc(C2=Nc3nc(-c4ccccc4)cn3C(c3ccc(OC)cc3)C2)cc1 (centres undefined)
    1883, 1760
O=S1(=O)CCC(=Nc2ccc(Cl)cc2)c2ccsc21
    1716, 1483
Cc1ccc(/C=C(/C#N)C(=O)NC(C)c2ccccc2)o1 (centres undefined)
    1909, 1672
O=C(Nc1ccc(O)cc1C(=O)O)c1cccs1
    1495, 1530
COc1ccc(Cc2noc(CN3CCC(c4ccncc4)CC3)n2)cc1OC
    1640, 1529
O=C(CCN1CCN(S(=O)(=O)c2ccc(Cl)cc2)CC1)Nc1ccccc1F
    1820, 1514
COc1ccc(C2CC(c3c(-c4ccccc4)c4cc(Cl)ccc4[nH]c3=O)=NN2C(=O)CCC(=O)O)cc1 (centres undefined)
    1708, 1524
O=Cc1c(NCc2ccco2)nc2ccccn2c1=O
    1647, 1668
CC(C)CNC(=O)/C=C/C(=O)O
    1711, 1446
CCc1cccc(CC)c1NC(=O)CO/N=C(\N)CC(=O)NC1CCCCC1
    2069, 1537
CCOC(=O)c1[nH]c(C)c(C(=O)Nc2ccccc2C)c1C
    1585, 1651
CSc1ncc(Cl)c(C(=O)Nc2ccc(NC(C)=O)cc2)n1
    1718, 1620
C=CCN(CC=C)C(=O)c1cc2ccccc2c(=O)o1
    1841, 1589
NC(=O)NC(=O)CSc1nc2sc(-c3ccccc3)cc2c(=O)n1-c1ccccc1
    2091, 1886
COc1ccc(OCC(=O)Nc2nonc2NC(=O)COc2ccc(OC)cc2)cc1
    1760, 1734
COc1ccc(N2CCN(CCNC(=O)c3ccc(NC(=O)C4CCCO4)cc3)CC2)cc1 (centres undefined)
    1687, 1582
CC(=O)Oc1ccc(N2C(=O)C3C4C=CC(CC4)C3C2=O)cc1[N+](=O)[O-] (centres undefined)
    1691, 1492
COc1cc(/C=C2/C(=O)ON=C2C)ccc1OCc1cccc(F)c1
    1877, 1576
Cc1cccc(NC(=O)Cn2nnc3ccccc32)c1
    1583, 1574
COc1ccc(N2C(=O)CC(NNC(=O)c3cc(C)oc3C)C2=O)cc1 (centres undefined)
    1835, 1527
O=C(NCCCn1ccnc1)c1cc(-c2cccnc2)nc2ccc(Br)cc12
    2020, 1731
O=C(c1ccc(CSc2nc3ccncc3[nH]2)cc1)N1CCCCC1
    1708, 1602
CC(C)CCNC(=S)Nc1ccc2nc3n(c(=O)c2c1)CCCCC3
    1602, 1600
COCCNC(=O)c1ccccc1NC(=O)Nc1ccccc1
    1432, 1645
NC(=O)NC(=O)COC(=O)CCCCCNS(=O)(=O)c1ccc2c(c1)OCCO2
    2005, 1561
OCCNCCCCOc1ccc(OCc2ccccc2)cc1
    1716, 1626
CCc1ccc(C(C(=O)NC2CCCCC2)N(C(=O)c2ccccn2)c2cccnc2)cc1 (centres undefined)
    1883, 1562
CCOC(=O)CNC(=O)CNC(=O)c1ccc(OC)cc1
    2004, 1642
CC(CCc1ccccc1)NC(=O)N1CCOCC1 (centres undefined)
    1546, 1450
CN(/N=C/c1ccncc1)c1cnc2ccccc2n1
    1785, 1783
CC(C)CCN1CCN(Cc2cc(F)ccc2-n2cccn2)CC1CCO (centres undefined)
    1834, 1423
COC(=O)c1cc(=O)n(Cc2ccc(F)cc2)c(=NCc2ccc(F)cc2)s1
    1821, 1618
C/C(=N\NS(=O)(=O)c1ccc(C)c([N+](=O)[O-])c1)c1cccs1
    1750, 1825
CCN(C(=O)CSc1nc2ccccc2c(=O)n1CCOC)C1CCS(=O)(=O)C1 (centres undefined)
    1859, 1497
O=C(CSc1nc2[nH]ncc2c(=O)[nH]1)NCc1ccc(F)cc1
    1839, 1514
Cc1ccc(C(=O)NNC(=O)c2ccc3ncccc3c2)cc1
    1616, 1581
O=C(CN(c1cccc(Cl)c1)S(=O)(=O)c1ccccc1)NN=C1CCCC1
    1761, 1639
Cc1ccc(NS(=O)(=O)c2ccc(C(=O)OCC(=O)Nc3cc(C)on3)cc2)cc1
    1908, 1584
COC(=O)C1=C(C)NC(=O)NC1c1ccc(OC(=O)c2ccco2)cc1 (centres undefined)
    2037, 1604
CCOC(=O)C(=O)N1CCC(Cc2ccccc2)CC1
    2140, 1645
O=C(Nc1ccccc1)N1CCSc2ccccc21
    1593, 1496
COCCN(C(=S)Nc1cccc(OC)c1)C1CCN(C(C)C)CC1
    1868, 1617
O=C(O)/C=C/C(=O)Nc1ccc(C(=O)c2ccccc2)cc1
    1842, 1522
Oc1c(CN2CCOCC2)ccc2ccccc12
    1836, 1779
CC(=O)N(CN1C(=O)c2ccc([N+](=O)[O-])cc2C1=O)c1cccc(C(=O)O)c1
    1675, 1712
CN(C)c1ccnc(Nc2ccc(F)cc2)c1C#N
    1609, 1562
Cn1c2ccccc2c2cc(C(=O)NNC(=O)CCl)sc21
    2008, 1877
CCCc1nc(SCC(=O)c2ccc(F)cc2)c2ccccc2n1
    1995, 1511
O=S(=O)(Cc1cc(N2CCOCC2)nc(-c2ccccn2)n1)c1ccccc1
    1861, 1464
CCOC(=O)C1CCCN(Cc2cc(OC)c(O)c(OC)c2)C1 (centres undefined)
    1788, 1524
Cc1ccc(NC(=O)NCc2ccncc2)cc1Cl
    1752, 1681
CCOc1ccc(NS(=O)(=O)c2ccc3ncsc3c2)cc1
    1577, 1646
Cc1ccc(N=C2CSC(=O)N2)cc1
    1743, 1452
CC1=NNC(=O)C1CCC(=O)N/N=C/c1ccco1 (centres undefined)
    2011, 1787
CCN1CCN(CC(=O)c2cc(Cl)ccc2Cl)CC1
    1992, 1855

# An excerpt of these results, with each value named.
> O=C(O)/C=C/C(=O)Nc1ccc(C(=O)c2ccccc2)cc1
- SRC1 TRFRET art = 1842
- SRC3 TRFRET art = 1522
> Oc1c(CN2CCOCC2)ccc2ccccc12
- SRC1 TRFRET art = 1836
- SRC3 TRFRET art = 1779

# Additional compounds.
# Each structure is followed by: SRC1 TRFRET art, SRC3 TRFRET art
COC(=O)c1sc(NC(=S)NC(=O)c2ccccc2Cl)nc1C
    2187, 1966
Cc1cc(C(=O)NP(=O)(N2CCOCC2)N2CCOCC2)c(C)n1-c1ccc(N(C)C)cc1
    1912, 1786
Cn1nnc(NC(=S)NC(=O)c2cccs2)n1
    1764, 1567
CCOC(=S)SCc1cn2cccc(C)c2n1
    1930, 1810
O=C(NCc1ccccn1)C(=O)Nc1cccc2ccccc12
    1721, 1468
Cc1ccc(OCCn2cnc(Cl)c2Cl)cc1
    1922, 1682
Cc1cccc(C)c1NC(=O)CCCSc1nnc(N)s1
    1801, 1793
O=C(Nc1cccc(C(F)(F)F)c1)c1cc(S(=O)(=O)N2CCCCC2)ccc1N1CCOCC1
    1939, 1588
O=C(NC(=S)NCc1ccco1)c1ccccc1
    2132, 1872
O=C(c1ccccc1)N1CCN(S(=O)(=O)N2CCOCC2)CC1
    2051, 1739
C/C(=N\NC(=O)c1ccccc1)c1ccc(N2CCCCC2)cc1
    1665, 1492
Cc1ccc(Nc2c(-c3ccc(N4CCOCC4)cc3)nc3ncccn23)cc1
    1685, 1834
CCCSc1cc(=O)n(-c2ccccc2)nc1C(=O)O
    1723, 1512
COc1ccc(-c2[nH]ncc2CN(Cc2nccn2C)C(C)C)cc1F
    1764, 1464
O=C(COC(=O)COc1ccc(Cl)cc1Cl)Nc1cccnc1Cl
    1940, 1708
CN(C)c1nnc(-c2ccc(Cl)cc2)o1
    1746, 1672
COc1ccc(N2CCN(Cc3nc(-c4ccccc4)no3)CC2)cc1
    1715, 1668
COc1ccc(N=C2NC(=O)/C(=C\C=C\c3ccccc3)S2)cc1
    1840, 1739
Cc1cccc(C(=O)NCC(c2ccco2)N(C)C)c1 (centres undefined)
    1600, 1408
O=C(N/N=C/c1ccccc1)c1ccc(N2CCOCC2)c([N+](=O)[O-])c1
    1783, 1588
CC1CC(C)CN(C(=O)COC(=O)c2cccc([N+](=O)[O-])c2)C1 (centres undefined)
    1751, 1472
COCCNC(=O)c1cc2sccc2n1C
    1668, 1365
CCOc1ncccc1C(=O)OCC(=O)NC(=O)NC(C)C
    1767, 1651
CCOC(=O)C1CCCN(C(=O)COc2ccc(N(C)S(=O)(=O)c3ccc(C)cc3)cc2)C1 (centres undefined)
    1601, 1510
O=C(Nc1ccc(N2CCCC2)cc1)c1ccc2ccccc2c1
    1869, 1469
CCOC(=O)c1ccc(NC(=O)CSC(=S)N2CCOCC2)cc1
    1807, 1776
CC(=O)c1ccc(NC(=S)N2CCN(c3cccc(Cl)c3)CC2)cc1
    1900, 1645
CCOC(=O)c1ccc(NC(=O)COC(=O)c2cccc(Oc3ccccc3)c2)cc1
    1956, 1706
N#Cc1sc2nc(-c3cccs3)cc(-c3ccc(F)cc3)c2c1N
    2043, 1581
CCOC(=O)COc1ccccc1/C=C1/NC(=O)NC1=O
    1814, 1570
CCOC(=O)c1cnc2ccccc2c1NCCO
    1664, 1573
CSCCC(NS(=O)(=O)c1ccc(Cl)cc1)C(=O)OCC(=O)c1ccc(F)cc1 (centres undefined)
    1672, 1535
Cc1ccc(-c2nc(CS(=O)(=O)CC(=O)N3CCc4ccccc4C3)c(C)o2)cc1
    2229, 1750
COc1cnc(-c2ccccn2)nc1Sc1ccc(C)cc1
    1628, 1468
O=C(CCCN1C(=O)/C(=C/c2cccs2)SC1=S)NNC(=O)c1ccncc1
    1459, 1258
C=CCSc1nc(C)c(CC(=O)OCCCC)c(=O)[nH]1
    1889, 1503
CCCCn1c(-c2ccco2)n[nH]c1=S
    2246, 1743
NC1=NC(c2cn[nH]c2-c2ccc(F)cc2)n2c(nc3ccccc32)N1 (centres undefined)
    1854, 1388
CCc1c(OC(C)=O)c2ccccc2n(C)c1=O
    1924, 1392
CC1CCN(CCn2c(=S)[nH]c3cc4c(cc3c2=O)OCO4)CC1
    1671, 1680
Cc1cc(F)ccc1NC(=O)c1cnccn1
    2083, 1678
O=C(COC(=O)c1cc2ccccc2oc1=O)c1cccc([N+](=O)[O-])c1
    2064, 1672
CC(=O)Nc1ccc(SCC(=O)c2cc(C)n(-c3ccccc3)c2C)cc1
    1781, 1546
O=S(=O)(NC(=NCc1ccccc1)c1ccccc1F)c1ccccc1
    1702, 1467
CCc1ccc(OCC(=O)Nc2cccc3c2CCCC3)cc1
    1692, 1530
O=c1[nH]c(CN2CCN(S(=O)(=O)c3ccc4c(c3)OCCO4)CC2)nc2sc3c(c12)CCCC3
    1550, 1555
O=C(NCCc1c[nH]c2ccccc12)c1cnc2n(c1=O)CCS2
    1488, 1398
Cc1cc(C(=O)N2CCN(c3ccccn3)CC2)no1
    1728, 1745
COc1ccc(-c2[nH]ncc2CN2CCC(C(=O)N3CCOCC3)CC2)c(F)c1
    1779, 1577
COC(=O)c1ccc(C(=O)NC(=S)Nc2nc3c(s2)CCCC3)cc1
    1857, 1659
COC(=O)C(C)Sc1ccc2nnc(-c3cccc(F)c3)n2n1 (centres undefined)
    1973, 1759
COc1ccc(CCNCC(=O)N2C(C)CCCC2C)cc1OC (centres undefined)
    2170, 1868
COc1ccc(CCC(=O)NC(C)C)cc1
    1696, 1428
NC(=O)C1CCN(c2nc(-c3ccc(Br)cc3)cs2)CC1
    1756, 1566
O=C(O)c1cc(N2C(=O)C3C4C=CC(C4)C3C2=O)ccc1N1CCOCC1 (centres undefined)
    1814, 1634
O=C(NCCc1ccccc1)c1ccccc1NC(=O)C1CCCCC1C(=O)O (centres undefined)
    1700, 1662
Cc1ccc(NC(=O)CN2C(=O)N/C(=C/c3ccc(C)s3)C2=O)cc1
    1990, 1605
COc1ccccc1C(=O)NNC(=O)CCCN1C(=O)/C(=C/c2cccs2)SC1=S
    1850, 1538
O=C1CSC(c2ccccc2[N+](=O)[O-])N1c1cccc(F)c1 (centres undefined)
    1867, 1755
C1CC1Cc1noc(CN2CCN(C3C4CC5CC(C4)CC3C5)CC2)n1 (centres undefined)
    1585, 1645

# Single records, from the list above:
# Record of Cc1ccc(NC(=O)CN2C(=O)N/C(=C/c3ccc(C)s3)C2=O)cc1 → SRC1 TRFRET art = 1990; SRC3 TRFRET art = 1605
# Record of C1CC1Cc1noc(CN2CCN(C3C4CC5CC(C4)CC3C5)CC2)n1 (centres undefined) → SRC1 TRFRET art = 1585; SRC3 TRFRET art = 1645
# Record of Cc1cc(F)ccc1NC(=O)c1cnccn1 → SRC1 TRFRET art = 2083; SRC3 TRFRET art = 1678

# Further entries follow.
# Each structure is followed by: SRC1 TRFRET art, SRC3 TRFRET art
CC(Cc1cccs1)NC(=O)c1cccs1 (centres undefined)
    2017, 1651
O=C(CO/N=C/c1ccccc1OC(F)F)NC1CCCCC1
    1796, 1567
Cc1nc(SCCC(=O)O)c2ccccc2n1
    1827, 1738
COc1ccc(C)cc1-n1c(C)cc(C=O)c1C
    1795, 1252
C#CCOc1ccc(/C=N/NC(=O)c2cccnc2)cc1OCC
    1865, 1544
Cc1ncc([N+](=O)[O-])n1CC(=O)N/N=C/c1ccccc1F
    1754, 1393
CC1CN(c2nc3ccccc3cc2-c2ccccc2)CC(C)O1 (centres undefined)
    1850, 1422
COc1ccc2oc(=O)c(/C(C)=N/NC(=O)c3ccncc3)cc2c1
    1548, 1483
CCOC(=O)CCCNC(=O)COc1ccccc1C#N
    1875, 1555
COc1ccc(OCCCC(=O)Nc2ccc(N3CCOCC3)cc2)cc1
    1610, 1832
O=C(Nc1cnccn1)c1cccs1
    1955, 1585

# High-throughput results (PubChem)

# Some of the compounds tested; count on the stated rates, not on these rows.
